Screening data (PubChem)
ADAM17 inh – ADAM17 inhibitors, primary screen, biochemical, QFRET; AID 720648, 2013; inhibition, % at 6.95 µM; recombinant ADAM17, EDANS/DABCYL FRET peptide cleavage; 370,000 tested, 0.83% active; Disintegrin and metalloproteinase domain-containing protein 17 (Homo sapiens), P78536;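 active = inhibition above the mean of compounds lying between control limits plus 3 SD, set per campaign, cut at about 8.5% in these data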;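 note: 0% = DMSO-only wells as the low control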
Target sequence (P78536 215-824 limits assumed): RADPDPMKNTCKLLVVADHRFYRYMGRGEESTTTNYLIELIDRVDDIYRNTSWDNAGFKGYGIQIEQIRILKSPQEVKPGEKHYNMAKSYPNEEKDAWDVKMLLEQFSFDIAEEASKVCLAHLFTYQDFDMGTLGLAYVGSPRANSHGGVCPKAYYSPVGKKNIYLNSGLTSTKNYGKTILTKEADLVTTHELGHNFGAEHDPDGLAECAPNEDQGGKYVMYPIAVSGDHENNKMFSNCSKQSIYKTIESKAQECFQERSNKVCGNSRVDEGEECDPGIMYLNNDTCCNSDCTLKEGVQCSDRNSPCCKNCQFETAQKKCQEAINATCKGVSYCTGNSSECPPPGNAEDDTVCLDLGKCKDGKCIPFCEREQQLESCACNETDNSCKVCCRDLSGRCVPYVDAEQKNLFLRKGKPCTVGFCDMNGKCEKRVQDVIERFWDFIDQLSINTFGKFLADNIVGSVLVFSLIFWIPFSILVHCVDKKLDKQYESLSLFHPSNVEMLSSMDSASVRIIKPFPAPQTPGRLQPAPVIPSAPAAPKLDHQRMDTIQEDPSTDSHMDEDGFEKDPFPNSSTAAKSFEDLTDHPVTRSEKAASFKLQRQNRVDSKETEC
Tn7 DDE FP – inhibitors of Tn7 peptide binding to fibrin DD(E), primary screen, biochemical, fluorescence polarization, human fibrin, Tn7 probe; Fibrinogen beta chain (Homo sapiens), P02675; FP displacement of FITC-Tn7 peptide from fibrin DD(E); 0% = median of compound wells per plate; inhibition, % at 8.3 µM; 370,000 tested, 0.13% active; AID 720508, 2013;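 active = inhibition above the mean of compounds falling within the control limits plus 3 SD of them, cut at about 14% in these data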;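 note: 0% = plate median of compound wells and 100% = 10 µM Aha-Tn7 peptide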
Target sequence (P02675 whole entry, looked up): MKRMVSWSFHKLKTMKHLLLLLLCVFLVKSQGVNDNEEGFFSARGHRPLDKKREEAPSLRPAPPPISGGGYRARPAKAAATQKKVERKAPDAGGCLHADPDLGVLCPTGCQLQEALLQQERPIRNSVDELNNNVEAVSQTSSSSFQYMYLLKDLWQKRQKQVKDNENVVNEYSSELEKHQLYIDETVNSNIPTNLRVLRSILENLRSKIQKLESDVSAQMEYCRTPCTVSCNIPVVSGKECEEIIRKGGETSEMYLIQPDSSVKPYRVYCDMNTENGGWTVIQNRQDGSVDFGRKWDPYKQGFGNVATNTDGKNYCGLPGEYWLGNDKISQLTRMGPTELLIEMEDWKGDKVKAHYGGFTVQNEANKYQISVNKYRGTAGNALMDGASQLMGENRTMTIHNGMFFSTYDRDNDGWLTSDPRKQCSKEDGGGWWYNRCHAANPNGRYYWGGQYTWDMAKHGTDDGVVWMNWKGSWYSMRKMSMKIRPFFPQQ
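System: human fibrin DD(E); quantity: Fibrin-DD(E) at 2 µM final; also added: fluorescent Tn7 probe at 0.1 µM; compound dosing: single nominal test concentration of 8.3 µM per compound; schedule: 10 min preincubation, 3 h with tracer, room temperature; detection: fluorescence polarization of the labelled Tn7 tracer; repeats: one replicate per compound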
ASAP1 GAP inh – inhibitors of human ASAP1 ArfGAP activity, primary screen, biochemical, fluorescence polarization; 360,000 tested, 0.19% active; Arf-GAP with SH3 domain, ANK repeat and PH domain-containing protein 1 (Homo sapiens), …; ASAP1-stimulated ARF1 GTP hydrolysis, GDP FP detection; inhibition, % at 16.5 µM; AID 624377, 2012; in the data active = inhibition above about 25%;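 note: 0% = vehicle with enzyme and substrate and 100% = no enzyme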
TDP2 inh – human TDP2 enzyme inhibitors, primary screen, biochemical, epi absorbance, recombinant enzyme; Tyrosyl-DNA phosphodiesterase 2 (Homo sapiens), O95551; T5PNP hydrolysis, p-nitrophenol absorbance 415 nm; inhibition, % at 12.8 µM; 370,000 tested, 0.34% active;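 active = inhibition above the mean of all tested compounds plus 3 SD, set per campaign, cut at about 25% in these data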;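 note: 0% = DMSO with enzyme and 100% = buffer with substrate but no TDP2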
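System: recombinant human TDP2 / Amount: 120 nM TDP2 per well / Also added: 5 mM T5PNP chromogenic substrate / Doses: 12.8 µM single point, 1% DMSO / Incubation: 2 h at 37 °C / Detection: p-Nitrophenol epi absorbance / Evaluation: % inhibition relative to enzyme-containing and enzyme-free wells / Repeats: singlicate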
DDE Tn6 FP inh – inhibitors of Tn6 peptide binding to fibrin DD(E), primary screen, biochemical, fluorescence polarization, human fibrin, Tn6 probe | Fibrinogen beta chain (Homo sapiens), P02675 | Fibrin DD(E) TRITC-Tn6 fluorescence polarization displacement | inhibition, % at 8.3 µM | 370,000 tested, 0.21% active;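 active = inhibition above a per-campaign cutoff: mean of compounds within control limits plus 3 SD, cut at about 15% in these data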;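 note: 0% = median of all compound wells on the plate and 100% = blocking peptide control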
ARFGAP1 inh – inhibitors of rat ARFGAP1 GAP activity, primary screen, biochemical, fluorescence polarization, GDP tracer | Arfgap1-stimulated ARF1 GTP hydrolysis, GDP FP detection | inhibition, % at 16.5 µM | AID 651572, 2012 | ADP-ribosylation factor GTPase-activating protein 1 (Rattus norvegicus), Q62848 | 360,000 tested, 0.26% active;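 active = inhibition above a per-plate limit, mean inhibition of low control wells plus 3 SD, cut at about 25% in these data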;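 note: 0% = DMSO wells with enzyme and 100% = wells lacking Arfgap1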
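Material – truncated rat Arfgap1 GAP domain · Buffer or medium – HEPES-based buffer, pH 7.5 · Reagent – human ARF1(Δ1-17)-GTP substrate · Dosing – 16.5 µM single point, 1.26% DMSO · Schedule – GTP hydrolysis reaction 2 h at 25 °C · Technique – GDP detection by fluorescence polarization · Benchmarks – No-Arfgap1 wells (100%) versus DMSO full-reaction wells (0%) · Repeats – single replicate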
SIAE inh – human SIAE inhibitors, primary screen, biochemical, fluorescence polarization, FP-Rh probe, 1536-well HTS | Sialate O-acetylesterase (Homo sapiens), Q9HAT2 | SIAE FP-Rh probe binding | inhibition, % at 9.66 µM | 370,000 tested, 0.69% active | AID 1053197, 2014;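 active = inhibition above a cutoff: mean of compounds within the control limits plus 3 SD of those, cut at about 17% in these data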;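 note: 0% = plate median of compound wells and 100% = probe without SIAE protein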
PLCg1 inh – PLC-gamma1 enzyme inhibitors, primary screen, biochemical, fluorescence, purified enzyme; 1-phosphatidylinositol 4,5-bisphosphate phosphodiesterase gamma-1 (Homo sapiens), P19174; fluorogenic substrate; inhibition, % at 12.2 µM; 370,000 tested, 0.84% active; AID 720700, 2013; in the data active = inhibition above about 9.5%
ADAM10 inh – human ADAM10 inhibitors, primary screen, biochemical, QFRET, HTS | 370,000 tested, 0.62% active | recombinant ADAM10, EDANS/DABCYL FRET peptide cleavage, 3 h | AID 720582, 2013 | Disintegrin and metalloproteinase domain-containing protein 10 (Homo sapiens), O14672 | inhibition, % at 7 µM;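 active = inhibition above a per-campaign cutoff equal to the mean of compounds falling between control-based bounds plus 3 SD, cut at about 20% in these data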;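 note: 0% = DMSO wells while the 100% control is not disclosed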
PLC-beta3 inh – human PLC-beta3 inhibitors, primary screen, biochemical, fluorescence; 1-phosphatidylinositol 4,5-bisphosphate phosphodiesterase beta-3 (Homo sapiens), Q01970; 370,000 tested, 0.18% active; Purified PLC-beta3, fluorogenic substrate; inhibition, % at 12.2 µM; AID 720704, 2013; in the data active = inhibition above about 11%;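 note: 0% = median of compound wells on plate and 100% = full blocker control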
Active calls of the source: *; / = not tested or not shown.

SMILES	ADAM17 inh	Tn7 DDE FP	ASAP1 GAP inh	TDP2 inh	DDE Tn6 FP inh	ARFGAP1 inh	SIAE inh	PLCg1 inh	ADAM10 inh	PLC-beta3 inh
CCc1ccc(CN(C)CC(O)COc2cccc3ccccc23)cc1 (stereo not given)	4.0	-7.6	-6.4	1.0	-8.8	-0.1	-1.0	5.4	-6.9	-2.2
C/C=N\NC(=O)CNC(=O)CNC(=O)c1ccccc1	4.4	-8.7	-5.4	-11.7	-1.5	0.5	-1.2	6.5	8.2	5.9
Cc1ccc(SCCC(=O)Nc2ccc(OCc3ccccc3)cc2)cc1	4.1	-14.9	-2.2	-10.1	-0.2	0.4	-0.7	7.8	1.6	2.8
CC(=O)N1c2ccc(S(=O)(=O)NCCC(=O)Nc3ccc(C)cn3)cc2CC1C (stereo not given)	-1.8	7.9	-13.8	-7.3	-0.6	-1.4	4.8	0.0	-7.4	-5.7
CC(=O)Nc1ccccc1-c1nc2ccccc2nc1OCC(=O)c1ccc(Br)cc1	0.6	0.5	-15.3	-3.4	10.1	-2.1	6.1	3.1	8.7	0.7
COCCn1cnnc1SCC(=O)Nc1cccc(S(=O)(=O)N2CCCCC2)c1	2.7	5.0	7.7	-6.7	-3.0	-16.3	-1.0	4.4	-6.5	-5.5
O=C(Nc1ccc(F)cc1F)C1CCN(c2nnc(-n3cccc3)s2)CC1	1.9	-4.2	/	8.1	4.0	/	-1.4	0.6	5.1	2.5
COc1cccc(NC(=O)C2(C)CCN2C(=O)Cc2cccc3ccccc23)c1 (stereo not given)	-2.2	0.0	2.5	-3.5	1.6	4.9	-7.7	-1.6	4.7	0.7
CC(NC(=O)c1cc(S(=O)(=O)N2CCCC2)cn1C)c1ccccc1 (stereo not given)	-1.7	-1.5	-7.1	-12.7	4.9	-8.8	-5.0	0.2	-0.2	1.7
Nc1cc(N)cc(C(=O)c2ccccc2)c1	1.9	-1.2	16.0	15.6	0.3	12.3	6.7	0.0	1.9	2.2
Cc1cc(OCc2cc(C(=O)N(C)CCc3cnn(C)c3)no2)cc(C)c1Cl	-10.1	2.0	4.3	-0.1	2.3	-7.4	-1.6	1.0	16.1	-5.1
CCC(NC(=O)c1ccccc1NC(=O)c1ccccc1)C(=O)O (stereo not given)	-4.5	9.1	-4.6	5.1	-9.3	-3.4	-8.2	-0.5	7.9	-4.7
O=C(NC1CCN(C(=S)Nc2ccccc2Cl)CC1)C1CCCCC1	1.1	-3.7	8.1	6.3	4.9	8.8	-3.4	-0.3	4.9	-2.5
O=C(CCC(=O)c1ccccc1)NCc1cccc(C(F)(F)F)c1	-1.1	-4.3	6.9	-4.0	9.9	-8.8	-5.8	1.4	-19.1	-2.9
COc1ccc(CC(NC(C)=O)C(=O)N2CCN(C(=O)Nc3ccc(Cl)cc3)CC2)cc1OC (stereo not given)	-7.7	2.5	11.4	10.8	1.8	-7.9	-1.4	-2.9	-5.1	-0.1
C#CCOCCOCCOCCNc1nc(N2CCN(C(=O)[C@H](CCCCN)n3cc(CCCC)nn3)CC2)nc(N2CCN(C(=O)[C@H](CCCCN)n3cc(CCCC)nn3)CC2)n1	-3.0	-4.9	-10.1	-2.1	4.8	9.4	1.2	4.5	-2.4	4.5
NC(=O)C1(Nc2ccc(Cl)cc2)CCCC1	-5.4	4.5	-1.7	-4.7	-3.0	-0.4	0.7	-1.0	-6.6	1.2
Cc1nc(NC(=O)COC(=O)[C@@H](NC(=O)c2ccco2)C(C)C)c(Cl)cc1Cl	-5.7	1.2	-3.3	0.3	1.6	20.2	8.8	-6.2	-18.8	-8.0
COC(=O)c1ccccc1NC(=O)CSc1nnnn1-c1ccc(C)cc1C	-5.6	13.7	-7.5	7.3	-1.2	2.5	-5.6	-5.6	5.6	-9.6
O=C(CN1c2cccc3cccc(c23)S1(=O)=O)Nc1cccc(S(=O)(=O)N2CCOCC2)c1	-48.3	-2.6	15.1	2.6	1.8	10.4	-0.3	-170.0	-135.6	-226.4
O=c1[nH]c2cc3c(cc2cc1C(c1nnnn1C1CCCC1)N1CCCc2ccccc21)OCCO3 (stereo not given)	-20.1	4.4	13.2	1.8	5.2	-3.0	2.0	-56.4	-47.5	-75.0
CN(Cc1cc(-c2ccccc2)on1)C(=O)c1cc(COc2c(F)cccc2F)on1	2.4	8.4	-5.1	-6.1	6.5	4.4	-4.8	-2.7	10.5	-14.0
COc1ccc2[nH]c(O)c(N=NC(=N)N)c2c1	-0.4	-0.3	2.0	-2.0	0.4	-9.2	4.5	1.4	-2.6	0.7
O=C(CSc1ncc(C(F)(F)F)cc1Cl)N1CCN(S(=O)(=O)c2ccccc2)CC1	-0.7	1.9	-8.8	1.4	7.4	-12.1	1.4	1.3	6.7	1.3
CCOC(=O)c1ccc(S(=O)(=O)N2CCN(CC(=O)NC(=O)NC(C)(C)C)CC2)cc1	0.4	-1.5	-2.6	-12.3	10.8	9.6	4.7	1.9	0.4	2.2

Later entries.
SMILES	ADAM17 inh	Tn7 DDE FP	ASAP1 GAP inh	TDP2 inh	DDE Tn6 FP inh	ARFGAP1 inh	SIAE inh	PLCg1 inh	ADAM10 inh	PLC-beta3 inh
CCCNC(=S)Nc1ccc(Cl)cc1C	0.2	3.9	0.0	-0.9	13.0	4.7	-0.7	-0.7	5.8	1.9
Cc1ccccc1N1CCN(C(=O)CCn2nnc3ccccc32)CC1	-3.1	-0.7	/	2.9	6.6	/	-3.4	-0.8	-3.6	0.8
CCc1ccc(C(=O)NC(C(=O)O)C(C)C)cc1 (stereo not given)	-1.8	-2.5	4.9	9.4	-3.8	14.5	8.1	-0.9	1.1	2.9
C[C@@H]1CN([C@H](C)CO)S(=O)(=O)c2ccc(Br)cc2O[C@H]1CN(C)C(=O)Nc1cccc(F)c1	1.0	3.2	10.2	-1.4	2.4	3.8	-0.7	0.4	-6.7	-2.6
O=S1(=O)c2ccc(Br)cc2OC[C@@H](Cc2ccccc2)N1Cc1cn(Cc2ccc(Cl)cc2)nn1	-2.1	-1.1	/	3.9	2.5	/	-1.3	0.4	-3.8	0.9
COc1ccc2sc(-c3ccccc3OC)c(-c3ccc(OCCN4CCCC4)cc3)c2c1	3.8	2.0	3.9	-1.3	0.6	7.4	2.8	-4.6	9.2	-6.0
O=C(CN(c1cccc(C(F)(F)F)c1)S(=O)(=O)c1ccc(Cl)c([N+](=O)[O-])c1)NCc1ccc(F)cc1	3.9	2.8	-5.5	-5.6	-2.8	3.8	9.7	7.7	20.1*	11.4*
C=CCN1C(=O)[C@H](CC(=O)N2CCCC2)[C@@]2(C(=O)OCC)CCCC=C12	-3.2	-0.6	/	9.8	-1.3	/	2.7	0.8	-10.0	1.7
Cc1n[nH]c(C)c1CCc1nc2c3ccccc3nc(SCC(=O)Nc3ccccc3F)n2n1	-1.0	-9.1	-6.8	-7.3	-8.3	14.8	-7.0	5.2	-4.5	-3.4
CCOc1ccc(C(O)c2nccn2Cc2ccccc2)cc1 (stereo not given)	-3.1	-1.0	3.6	8.0	5.9	-5.0	-8.6	0.2	-7.9	-0.6
O=S(=O)(c1ccc(N2CCN(Cc3ccccc3)CC2)nc1)N1CCCC1	5.1	-13.4	-10.8	2.0	-3.2	18.8	6.0	5.1	-13.5	-5.0
CCOc1ccc(S(=O)(=O)NCC(=O)OCc2nnc(-c3ccccc3)o2)cc1	-1.2	-0.6	9.3	-4.0	0.3	-0.1	8.8	1.4	-18.8	-5.8
O=[N+]([O-])c1ccc(C[n+]2cccc3c4ccccc4ccc32)cc1	-111.6	-1.3	5.8	-1.2	2.7	13.7	-1.4	-94.7	-336.7	-114.4
CCc1ccccc1NC(=O)Nc1cccn(Cc2ccc(F)cc2)c1=O	-5.5	7.3	-2.8	0.3	5.0	0.4	2.2	-4.8	-5.5	-11.4
O=C1NC(=S)S/C1=C\c1cc2ccccc2nc1N1CCCCC1	-0.1	-1.3	-7.0	8.2	1.2	-2.0	0.0	-18.5	5.1	-31.7
Cn1cc(S(=O)(=O)Nc2ccc(OC(F)(F)F)cc2)c(=O)n(C)c1=O	-4.1	-2.1	-0.4	-2.6	-6.2	-8.9	-1.7	1.2	2.8	-4.1
O=C(Nc1ccccc1Cl)c1ccc(C(=O)Nc2ccccc2Cl)cc1	-4.7	0.9	-4.5	8.9	4.5	-7.8	2.9	1.3	-0.6	-2.1
O=C1Cc2cc(S(=O)(=O)NCc3ccccc3Cl)cc3c2N1CCC3	-1.5	-4.3	2.4	8.8	2.2	13.3	-0.8	0.2	6.5	-5.8
COc1ccc(N(CC(=O)NC(C)(C)C)S(=O)(=O)c2ccccc2)cc1OC	-0.1	-0.1	4.8	-7.9	-6.5	4.9	-1.6	2.2	6.7	8.7
CCCCn1c(CN2CCOCC2)nc2c1c(=O)n(C)c(=O)n2C	2.1	1.6	-1.0	-7.8	-8.1	-3.4	-10.5	0.7	2.3	7.9
Clc1ccc(-n2nnc(-c3cccnc3)n2)cc1Cl	-1.5	0.5	4.5	5.5	-6.6	-6.8	2.5	-1.6	-5.3	-2.1
CCCCCCCCN1C(=O)N2Cc3ccc(C)cc3C2CS1(=O)=O (stereo not given)	1.5	-3.5	/	2.7	2.2	/	3.0	1.9	-1.4	3.6
O=C(COc1ccccc1-c1ccccc1)NCc1ccco1	0.5	8.3	12.1	7.3	-0.3	-5.1	0.8	-4.0	6.2	0.0
